High-throughput results: PubChem, National Center for Advancing Translational Sciences (NCATS)
GLA spleen mod: qHTS Assay for Inhibitors and Activators of Human alpha-Galactosidase From Spleen Homogenate; human spleen homogenate, 4MU-alpha-Gal fluorescence, 40 min; Potency, µM (doses to about 80 µM), for inactives: at the highest dose activity change, negative = inhibition, hits mostly inhibitors; hit rate 0.008% among 240,000;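 further: 0% = enzyme with vehicle and -100% = no enzyme basal signal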
Target sequence (P06280 32-429 limits assumed): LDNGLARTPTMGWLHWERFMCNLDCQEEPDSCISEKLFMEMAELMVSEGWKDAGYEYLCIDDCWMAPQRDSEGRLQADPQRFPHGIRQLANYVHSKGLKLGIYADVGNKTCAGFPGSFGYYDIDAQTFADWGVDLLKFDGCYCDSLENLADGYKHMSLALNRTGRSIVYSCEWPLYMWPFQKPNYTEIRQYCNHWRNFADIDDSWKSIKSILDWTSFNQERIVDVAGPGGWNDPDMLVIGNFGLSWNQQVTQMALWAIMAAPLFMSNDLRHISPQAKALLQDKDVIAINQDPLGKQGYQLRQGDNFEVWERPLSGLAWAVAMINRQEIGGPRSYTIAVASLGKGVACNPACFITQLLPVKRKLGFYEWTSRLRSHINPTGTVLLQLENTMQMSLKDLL
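Human spleen homogenate (1 ug) was the enzyme source, with 4-methylumbelliferyl-alpha-D-galactopyranoside (1 mM final) in pH 5.0 citrate buffer with 0.01% Tween-20. Compounds were titrated; after 40 min at 37C, NaOH/glycine stop, 4-MU fluorescence read; AC50 from Hill fits.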
Tau fibril ThT: qHTS for Inhibitors of Tau Fibril Formation, Thioflavin T Binding; recombinant tau K18 P301L, heparin-induced fibrillization, ThT fluorescence; Potency, µM (highest dose often 57.4 µM), inactives show at the highest dose activity, negative = inhibition, hits mostly inhibitors; hit rate 2.1% among 270,000; further: on the % scale 0 is the no-effect control and ±100 the full control effect; nearly all actives have a fitted effect of over 55% in size
Target sequence (P10636 561-689 P618L limits assumed): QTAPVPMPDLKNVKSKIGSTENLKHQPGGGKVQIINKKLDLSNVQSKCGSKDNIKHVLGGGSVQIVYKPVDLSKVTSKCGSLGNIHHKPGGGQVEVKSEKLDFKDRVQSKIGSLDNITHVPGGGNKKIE
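In this qHTS, human K18 P301L tau is incubated with compound and heparin for 6 hr at 37 C, and Thioflavin T fluorescence then reports fibril load.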
Tau fluor counter: Counterscreen qHTS for Inhibitors of Tau Fibril Formation, Fluorescence Polarization | Potency, µM (series often up to 57.7 µM), for inactives: at the highest dose activity change, negative = decrease | hit rate 0.93% among 280,000 | tau K18 P301L Alexa594 fluorescence, heparin fibrillization | AID 1463, 2008; further: on the % scale 0 is the no-effect control and ±100 the full control effect; nearly all actives have a fitted effect of over 55% in size
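Human tau K18 P301L (15 uM unlabeled, 0.24 uM Alexa 594-labeled) in 100 mM sodium acetate pH 7 with 20 uM heparin, 6 hr at 37 C. ThT 30 uM added, 1 hr ambient; Alexa 594 FP and total fluorescence read at 555/632 nm.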
GAA glycogen mod: qHTS Assay for Inhibitors and Activators of Human alpha-Glucosidase Cleavage of Glycogen. Potency, µM (top dose mostly 76.4 µM), inactives show at the top dose activity change, negative = inhibition, most hits filed as inhibitors. hit rate 0.38% among 300,000. recombinant GAA, glycogen substrate, Amplex Red glucose oxidase fluorescence. AID 2100, 2009;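 further: 0% = full enzyme reaction and -100% = no-enzyme basal signal; the screen sought inhibitors and activators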
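Recombinant human enzyme (4 nM); glycogen substrate; 37 C, 40 min, pH 5.0. Readout: coupled glucose oxidase/Amplex Red fluorescence.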
Tau FP inhib: qHTS for Inhibitors of Tau Fibril Formation, Fluorescence Polarization. K18 P301L tau heparin fibrillization, Alexa594 FP, 6 h. Microtubule-associated protein tau (Homo sapiens), P10636. Potency, µM (highest dose often 57.7 µM), inactives show top-dose activity, negative = inhibition, hits mostly inhibitors. hit rate 0.39% among 280,000; further: on the % scale 0 is the no-effect control and ±100 the full control effect; nearly all actives have a fitted effect of over 55% in size
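Read-out: fluorescence polarization of Alexa 594-labeled tau (0.24 uM), 555 nm excitation, 632 nm emission. Mixtures held 15 uM unlabeled K18 P301L, compound and 20 uM heparin, pH 7 acetate buffer, incubated 6 hr at 37 C.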
HTT ATP protect: qHTS Multiplex Assay to Identify Dual Action Probes in a Cell Model of Huntington: Cytoprotection (ATP) | PC12 HTT-Q103 induced, cytoprotection, ATP luminescence, 40 h | Potency, µM (doses to about 56.4 µM), for the others: cytoprotection (ATP increase), usual class: activators | hit rate 0.14% among 230,000 | AID 1471, 2008;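 further: % of control where 0% means no effect; nearly all actives have a fitted effect of over 45% in size; toxic huntingtin expression switched on by the ecdysone agonist tebufenozide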
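Cells were plated at 1500 per well in phenol red-free DMEM with 5% equine and 5% calf serum. Tebufenozide (100 nM final) and compounds were added, then ATPlite reagent, and luminescence was read.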
aGlu spleen mod: qHTS Assay for Inhibitors and Activators of Human alpha-Glucosidase From Spleen Homogenate; hit rate 0.006% among 240,000; AID 2112, 2009; Potency, µM (top dose mostly 79.9 µM), for the others: at the top dose activity change, negative = inhibition, usual class: inhibitors; human spleen homogenate, 4-MU-alpha-glucoside fluorescence;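 further: 0% = enzyme with vehicle and -100% = no enzyme basal signal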
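AC50 values come from Hill-equation fits of concentration-response data, normalized to no-enzyme and full-activity controls. Enzyme source: 1 ug human spleen homogenate; 1 mM fluorogenic 4-MU glucoside, pH 5.0 citrate buffer, 37 C, 40 min.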
GAA inh: qHTS Assay for Inhibitors of Human alpha-Glucosidase as a Potential Chaperone Treatment of Pompe Disease. Lysosomal alpha-glucosidase (Homo sapiens), P10253. purified human GAA, 4-MU-alpha-glucoside fluorescence. hit rate 0.005% among 200,000. Potency, µM (doses to about 76.9 µM), for the others: at the highest dose activity change, negative = inhibition, usual class: inhibitors;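 further: plate controls were uninhibited enzyme wells for no effect and no-enzyme background for full effect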
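qHTS format, compound range up to 77 uM. Human lysosomal enzyme at 4 nM, 400 uM 4-MU glucoside substrate, pH 5.0, 20 min room temperature; fluorescence after alkaline stop gives activity normalized to controls.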
Numbers without * were called inactive; ? = inconclusive; / = no result given; [ ] = remark or other dose. The call rests on the fitted dose curve; in most records, active means well fitted curve in the direction sought with a large enough effect; inconclusive means small, poorly fitted or top-dose-only effect, or another doubt; inactive means no such curve, though single readings can be large; an effect the other way counts as inactive or inconclusive. Potency means the concentration at half of the fitted maximal effect. An unsorted share of the library. Share with any hit: about 3.3%.

item | compound | Tau FP inhib | GAA glycogen mod | GLA spleen mod | GAA inh | HTT ATP protect | aGlu spleen mod | Tau fibril ThT | Tau fluor counter
1 | COc1ccc(-c2nc(CSCC(=O)N3CCN(c4cccc(C)c4)C(C)C3)c(C)o2)cc1OC (configuration not stated) | 18% | -5% | -11% | 3% | 0%[10 µM] | -2% | 8% | 6%
2 | CCN(CC)C(=O)CSC(Nc1ccc(F)cc1)=C(C#N)C#N | -6% | -7% | 0% | / | 8%[10 µM] | 2% | ? | -22%
3 | Cc1ccc(NC(=O)COC(=O)c2cccnc2)c(C)c1 | -5% | -7% | -4% | -3% | / | -1% | 12% | 12%
4 | Cc1ccccc1CNc1ccc(C(CC(N)=O)NC(=O)c2ccc(Br)cc2)cc1[N+](=O)[O-] (configuration not stated) | -4% | 2% | -3% | / | -7%[10 µM] | -12% | ? | -18%
5 | CC(C(=O)O)n1nnc2ccccc21 (configuration not stated) | -3% | -13% | -5% | / | 10%[10 µM] | -5% | -6% | -6%
6 | Fc1cccc(-n2ncc3c2ncn2nc(Cc4ccccc4)nc32)c1 | -4% | -6%[76.3 µM] | / | / | / | / | -9% | -9%
7 | COc1ccc(Nc2cc(C(=O)NC3CCC(C)CC3)c3ccccc3n2)cc1OC (configuration not stated) | 3% | 12%[76.3 µM] | / | / | / | / | -15% | ?
8 | COC(=O)c1cnc(Nc2ccc(Cl)cc2)c([N+](=O)[O-])c1 | -2% | 1% | 4% | -1%[15.4 µM] | -9%[10 µM] | 2% | ? | -19%
9 | O=C(O)CC/C=C\C[C@@H]1CO[C@H](c2ccccc2Cl)O[C@@H]1c1ccccc1O | -2% | / | -6% | / | 3% | 11% | -7% | -8%
10 | Cc1cc(Br)ccc1SCC(=O)OCC(=O)NC(C)c1ccccc1 (configuration not stated) | 5% | 4% | -3% | -2% | 29%[10 µM] | 1% | ? | -18%
11 | Cc1ccc(N=Nc2c(=O)[nH]n3c(=O)cc(C)[nH]c23)cc1 | 3% | -11% | 10% | -2% | -57%[inhibitor][10 µM] | 7% | 5% | 2%
12 | O=C(Nc1ccc(Cl)cn1)C1C(c2ccccc2)C1(Cl)Cl (configuration not stated) | -11% | 17% | 4% | -8% | -22%[10 µM] | 3% | -1% | -24%
13 | COc1cc(OC)cc(C(=O)N2CCN(Cc3ccccc3C(F)(F)F)CC2)c1 | 7% | -11% | 0% | -5% | 11% | -4% | ? | -29%
14 | Cc1cc(C(F)F)nn1CC(=O)Nc1cc([N+](=O)[O-])ccc1F | 4% | 3% | 2% | -7% | / | -4% | 7% | 6%
15 | CCn1cc(C2N3CC4(CC)CN2CC(CC)(C3)C4=O)c2ccccc21 (configuration not stated) | -1% | 12%[76.3 µM] | / | / | / | / | -7% | -12%
16 | O=C(CSc1cn(CCNC(=O)c2ccccc2F)c2ccccc12)Nc1ccccc1F | -9% | -1%[76.3 µM] | / | / | / | / | -11% | ?
17 | Cc1nnc(N(C(=O)c2cnccn2)c2ccccc2)s1 | 3% | 2% | 8% | -3% | -19%[10 µM] | 5% | -5% | -6%
18 | COc1cc(OC)c2c(C)cc(=O)oc2c1C(CCN1CCOCC1)c1ccc2c(c1)OCO2 (configuration not stated) | -1% | -3% | 5% | / | -3%[10 µM] | 1% | 0% | 5%
19 | O=C(Nc1ccc(N2CCCC2)c(Cl)c1)c1ccco1 | 5% | -9% | 0% | -12% | -95%[inhibitor] | -3% | ? | ?
20 | COc1ccc(-c2[nH]ncc2CN(C)Cc2c(C)n[nH]c2C)c(OC)c1 | -7% | 17% | -7% | 11% | / | 0% | -4% | -1%
21 | CCOc1cc(C(C#N)N2CCCCC2)ccc1OC (configuration not stated) | 3% | 2% | -6% | 2% | 3% | -28% | -4% | -2%
22 | Cc1ccc(O)c(C(=O)c2coc(=N)c(C(=O)NC(C)C)c2)c1 | 5% | 0% | 1% | -5% | 20% | -4% | -7% | -6%
23 | O=C(CSc1nc2ccccc2s1)Nc1nccs1 | 1% | 1% | -5% | 11% | 3% | -13% | -4% | -2%
24 | CCCn1c(SCC(=O)N2CCc3ccccc32)nnc1-c1ccncc1 | 0% | 1% | 4% | 3% | -13% | -8% | 1% | 1%
25 | O=C(NCc1cccnc1)C(=O)N/N=C/c1ccccc1[N+](=O)[O-] | 0% | 9% | -4% | 5% | -16% | -3% | 1% | -6%
26 | COCCN1CCN(Cc2nc(Cc3ccc(OC)c(OC)c3)no2)CC1 | ? | -7% | -1% | -9% | -12%[10 µM] | 4% | -12% | -8%
27 | Cc1ccc2oc(-c3cc(NC(=O)c4oc5ccccc5c4C)ccc3Cl)nc2c1 | -11% | 10%[76.3 µM] | / | / | / | / | ? | -29%
28 | Cc1ccc(C)c(Cn2c3ccccc3c3cnn(CC(=O)NCC(C)c4ccccc4)c(=O)c32)c1 (configuration not stated) | -2% | ? | / | / | / | / | 18% | 10%
29 | CCC(NC(=S)NCc1ccccc1)C(=O)O (configuration not stated) | -4% | -12% | -3% | 7% | -22% | -8% | -14% | -15%
30 | Cc1nc(N2CCN(C(=O)CCC(=O)O)CC2)c2c(C)c(C)sc2n1 | 2% | 3% | -7% | -3% | -4%[10 µM] | -5% | 1% | -3%
31 | COC(=O)C1=C(C)N(c2cc(Cl)cc(Cl)c2)C(=O)C1 | 0% | -12% | 8% | 2% | -5% | 1% | -14% | -2%
32 | O=C(NN1CCOCC1)c1ccc(Cl)s1 | 10% | 6% | -14% | -9% | 15%[10 µM] | -1% | -8% | -4%
33 | CNC(=O)C(Sc1nc(C)nc2c1oc1ccccc12)C(C)=O (configuration not stated) | 2% | 28% | 0% | -6% | -27% | 0% | -1% | -8%
34 | COc1cccc(-c2nc(CS(=O)CC(=O)NCc3ccccc3Cl)c(C)o2)c1 (configuration not stated) | 5% | 4% | 6% | -13% | -14% | 4% | -18% | -10%
35 | COc1cc2c(=O)n(CCc3ccccc3)c(=O)n(CC(=O)Nc3ccccc3)c2cc1OC | ? | 1%[76.3 µM] | / | / | / | / | ? | ?
36 | CCNC(=O)COC(=O)c1cc(C)n(-c2ccccc2)c1C | -4% | 6% | -2% | 8% | -18% | -10% | -2% | -2%
37 | O=C(CSc1cn(CCNC(=O)c2c(F)cccc2F)c2ccccc12)Nc1ccccc1F | -5% | 10%[76.3 µM] | / | / | / | / | ? | ?
38 | CC(NC(=O)C(=O)NCC1CCCO1)c1ccccc1 (configuration not stated) | -11% | -15% | 6% | 3% | 4%[10 µM] | 4% | 4% | 4%
39 | Cc1ccccc1C(=O)NC=C1C(=O)OC(C)(C)OC1=O | 7% | 1% | 6% | 12% | / | 3% | 5% | 8%
40 | CC(C)(C)C(=O)NC(C(N)=O)=C(Cl)Cl | 6% | 1% | 10% | -8% | -16% | -4% | 3% | 6%
41 | O=C(NC1CCS(=O)(=O)C1)C12CC3CC(CC(C3)C1)C2 (configuration not stated) | -14% | -3% | -2% | -5% | 16%[10 µM] | -11% | 2% | -10%
42 | CC(C)c1ccccc1NC(=O)CN1C(=O)c2cccc3cccc1c23 | -2% | 7%[76.3 µM] | / | / | / | / | 5% | -1%
43 | O=C(CN1CCN(c2ccc(F)cc2)CC1)NCc1cccs1 | -11% | -19% | 1% | 6% | -14% | -9% | -17% | -19%
44 | COc1ccc(NC(=O)C2CC(=O)OC23CCOC(C)(C)C3)cc1 (configuration not stated) | 0% | 8% | -2% | 1% | -3% | -6% | -4% | 1%
45 | CC(C)(C)NC(=O)CSc1nnc(SCC(=O)NC(C)(C)C)s1 | 6% | -7% | -17% | 3% | 5% | -7% | -1% | 3%
46 | O=C(c1ccccc1)N1CCN(C(=O)c2cc3ccccc3o2)CC1 | 3% | -1% | 6% | -6% | -10% | 1% | -13% | -6%
47 | Cn1c(N2CCOCC2)c(/C=N/OC(=O)c2ccc(F)cc2)c2ccccc21 | -3% | -8% | -2% | 0% | -19% | 3% | 0% | -29%
48 | COc1ccccc1/C=C/C(=O)NC(=S)N(C)C1CCCCC1 | -2% | 0% | -21% | -2% | -5% | -7% | ? | -26%
49 | Cc1cc(Nc2cc(F)ccc2C)n2ncnc2n1 | 3% | -4% | 4% | 1% | 6% | 4% | -7% | -2%
50 | Cc1ccccc1Nc1nc(N)nc(COC(=O)c2ccc(O)cc2)n1 | 1% | 6% | -5% | -14% | 32%[10 µM] | -8% | -11% | -6%
51 | COc1ccc(C[C@H]2CN3C(=NC[C@@H]3Cc3ccc(O)cc3)N2C[C@H](C)NC(=O)c2ccc(C)c(Br)c2)cc1 | 0% | -7% | 4% | / | -98%[inhibitor][10 µM] | 4% | -11% | -13%
52 | CCOc1cccc(-c2nnc(SCC(=O)Nc3ccc(OC)c(OC)c3)n2N)c1 | -4% | 4% | -14% | -3% | 3% | -10% | -13% | -4%
53 | CN(C[C@@H](CC1CCCCC1)N(C[C@H](Cc1ccccc1)N(CCc1ccccc1)N=O)N=O)N=O | 5% | -1% | -3% | / | -29%[10 µM] | 3% | -9% | -19%

Four entries from above, ordered by formula weight, descending:
item | compound | Tau FP inhib | GAA glycogen mod | GLA spleen mod | GAA inh | HTT ATP protect | aGlu spleen mod | Tau fibril ThT | Tau fluor counter
53 | CN(C[C@@H](CC1CCCCC1)N(C[C@H](Cc1ccccc1)N(CCc1ccccc1)N=O)N=O)N=O | 5% | -1% | -3% | / | -29%[10 µM] | 3% | -9% | -19%
47 | Cn1c(N2CCOCC2)c(/C=N/OC(=O)c2ccc(F)cc2)c2ccccc21 | -3% | -8% | -2% | 0% | -19% | 3% | 0% | -29%
48 | COc1ccccc1/C=C/C(=O)NC(=S)N(C)C1CCCCC1 | -2% | 0% | -21% | -2% | -5% | -7% | ? | -26%
49 | Cc1cc(Nc2cc(F)ccc2C)n2ncnc2n1 | 3% | -4% | 4% | 1% | 6% | 4% | -7% | -2%
